# TAG inh: reduces triacylglycerol accumulation in H9c2 cells. Nile Red lipid (TAG) fluorescence; cells loaded with 200 µM oleic acid. inhibition, % at 12.5 µM. 230,000 compounds, 0.66% hits. AID 651582;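 active = pattern-corrected inhibition of lipid staining of at least 50% with the nuclear-stain viability signal not falling by more than 50%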;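 note: 0% = DMSO wells and 100% = triacsin C control wells; some results filed as inactive read as strong as hits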
# TAG inh DAPI viability: recorded beside TAG inh, whose call it bears; DAPI nuclei signal change (viability), lower = more cytotoxic, %;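 whole-well DAPI fluorescence read on a plate reader as a viability signal; minus 50 percent equals half of cells still viable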
# Active calls of the source: *. An excerpt. The share of hits here may be higher or lower than overall.
mol	TAG inh	TAG inh DAPI viability
CC(C)C1Cc2ccccc2-c2[nH]c(=S)[nH]c(=O)c21 (stereo not given)	-8.6	6.3
O=C1CC(C(=O)Nc2cc(Cl)ccc2Cl)n2ncnc2N1 (stereo not given)	10.5	1.4
CNC(=S)N(CCc1c(C)[nH]c2ccc(C)cc12)Cc1cccs1	4.8	15.2
COc1ccc(CNC[C@H]2O[C@@H](n3ccc(=O)[nH]c3=O)[C@H](O)[C@@H]2O)cc1OC	7.0	-13.8
COc1ccccc1/C=C/C=N/n1c(-c2ccco2)n[nH]c1=S	9.2	-1.0
CC1=NN(C(N)=S)C(=O)C1N=Nc1ccc(Br)cc1 (stereo not given)	-8.9	2.9
CCOc1cccc(CNCc2ccc(C(=O)O)cc2)c1	4.6	-1.3
Cc1ccc(C)c(-n2cc(CNCCc3cnccn3)c(-c3ccccc3)n2)c1	0.7	3.5
O=C(Cc1cccc(NC(=O)C2CCCN(C(=O)C3CCCCC3)C2)c1)Nc1cccc(C(=O)N2CCCC2)c1 (stereo not given)	26.0	-3.1
Cc1nc2ccc(NC(=O)Cc3ccsc3)cc2s1	3.1	-3.7
CC(C)(C)c1ccc(-c2nc(C#N)c(NCCCn3ccnc3)o2)cc1	44.1	-33.2
Cc1ccc(S(=O)(=O)N(CC(=O)c2ccccc2)C(=O)N2CCN(C)CC2)cc1	15.1	2.8
O=c1cc(N2CCN(c3ccccc3F)CC2)[nH]c(=O)n1-c1ccc(Br)cc1	-12.1	-10.7
CCc1sc(C(=O)N2CCCN(C)CC2)cc1Br	-10.1	6.5
O=C(Nc1c2c(nn1-c1ccccc1)CSC2)c1ccc(N2C(=O)CCC2=O)cc1	-0.3	-1.6
Cc1ccc(-c2csc(NC(=O)c3c(C)noc3C)n2)s1	-29.4	10.6
CCCN(CC(=O)Nc1ccccc1OC)C(=O)CCNC(=O)c1ccccc1OC	-6.5	6.9
CC(C)CNC(=O)COc1cccc(C(=O)NCc2ccccc2)c1	-17.5	-3.3
COC(=O)c1sccc1NC(=O)Nc1cc(C)cc(C)c1	-18.7	2.4
O=C(c1ccccc1F)N1CCN(Cc2cccc(Cl)c2)CC1	5.8	-0.1

# The list goes on; it opens with the 2 that closed the last part.
mol	TAG inh	TAG inh DAPI viability
COC(=O)c1sccc1NC(=O)Nc1cc(C)cc(C)c1	-18.7	2.4
O=C(c1ccccc1F)N1CCN(Cc2cccc(Cl)c2)CC1	5.8	-0.1
CC(=O)Nc1ccc(C(=O)CN2C(=O)NC3(CCCCCC3)C2=O)c(F)c1	-4.2	4.4
C/C(=N\NC(=O)c1cccc(S(=O)(=O)N2CCCC2)c1)c1ccccc1F	-2.9	-7.7
C=CCc1c(C)nn(CC(=O)O)c1-c1ccccc1	-12.5	9.7
O=C(NC1CCCCC1)C1CCC(=O)N(Cc2cccc(C(F)(F)F)c2)C1 (stereo not given)	12.8	-5.9
O=c1[nH]ncc2c3ccccc3n(Cc3ccccc3)c12	-29.2	-4.9
COC(=O)N(NC(=O)C(O)(c1ccccc1)c1ccccc1)c1ccc(C)cc1	-3.1	12.7
CCOC(=O)c1oc2cc(O)c(CC)cc2c(=O)c1-c1ccc2c(c1)OCCO2	-6.0	-1.6
O=C(CCNC(=O)c1ccccc1)NNC(=O)c1ccc(F)cc1	15.6	4.3
CCOC(=O)c1sc(NC(=O)c2ccco2)nc1-c1ccccc1	-11.7	-3.3
COc1cccc(CNC(=O)C2CCCN(S(=O)(=O)c3cnc[nH]3)C2)c1 (stereo not given)	2.2	6.7
CC(C)CNC(=O)c1cnn2c(C(F)(F)F)cc(C(F)(F)F)nc12	-17.1	8.6
CC(Oc1ccccc1)C(=O)N1CCC2(CC1)Oc1ccc(F)cc1C(=O)C21CC(c2cccnc2)=NO1 (stereo not given)	9.1	-1.3
CCOc1ccc(/C=N/NC(=O)c2ccncc2)cc1OC	0.2	-12.0
Cc1cccc(Nc2nnc(SC(C)C(=O)NC3CC3)s2)c1 (stereo not given)	12.8	-3.7
Cc1ccc(C)c(NC(=O)NNC(=O)c2ccc3ccccc3c2O)c1	-9.2	6.3
Cc1c(NC(=O)COC(=O)C23CC4CC(CC(O)(C4)C2)C3)c(=O)n(-c2ccccc2)n1C	-5.2	10.0
COc1ccc(C2/C(=C(\O)c3ccc4c(c3)OCCO4)C(=O)C(=O)N2CCCN(C)C)cc1 (stereo not given)	-24.5	8.3
O=C(CNS(=O)(=O)c1ccc(Br)cc1)N1CCN(Cc2ccccc2)CC1	-7.7	1.5
COc1cc2c(cc1OC)CN(C(=S)Nc1c(C)cccc1C)CC2	-0.4	8.1
COC(=O)CC1C(=O)NCCN1C(=O)c1ccccc1 (stereo not given)	-2.6	-0.3

# Later entries.
mol	TAG inh	TAG inh DAPI viability
COc1cc(NS(C)(=O)=O)c(OC)cc1NC(=O)c1ccccc1	-44.3	10.0
OCc1ccccc1-c1nc(NCC2CC2)nc2ccsc12	11.9	-3.4
COc1ccc(CN2C[C@@H](CO)O[C@@H](n3cnc4c(NCc5ccc(F)cc5)ncnc43)C2)cc1	20.3	-0.8
Cc1ccc2oc(/N=C(\N)NC(=O)C3CC3)nc2c1	33.8	26.7
CCOc1ccc(C2/C(=C(\O)c3cccc(OC)c3)C(=O)C(=O)N2c2ccccn2)cc1OC (stereo not given)	6.8	3.6
COc1ccc(N2C(=O)CC(N3CCN(S(=O)(=O)c4cc(C)ccc4C)CC3)C2=O)cc1 (stereo not given)	-21.3	1.8
Cc1cc(C)c(NC(=O)NC(=O)C(Cl)(Cl)Cl)c(C)c1	5.5	-11.0
CCOc1ccc(N(Cc2cc3cc(OC)ccc3[nH]c2=O)C(=O)C2CCCO2)cc1 (stereo not given)	13.0	-5.3
CCN(CC)CCn1c2c(c(SCC(=O)Nc3cccc4ccccc34)nc1=O)CCCC2	-3.8	1.8
c1ccc(-c2nc(NCCCN3CCOCC3)c3ccccc3n2)cc1	5.1	12.4
NC(=O)c1cccc(-c2ccnc3c2CC(C(=O)NCCc2ccccc2)O3)c1 (stereo not given)	-1.2	-1.9
COc1cccc(NC(=O)CN(C)C(C)C(=O)Nc2cc([N+](=O)[O-])ccc2Cl)c1 (stereo not given)	1.7	-1.7
O=C(COC(=O)c1ccccn1)Nc1ccc(S(=O)(=O)N2CCOCC2)cc1	-4.4	-0.5
CCN1C2=NCCCN2c2ccccc21	-5.5	8.4
COc1ccc(N2CC(NC(=O)NCCC(C)C)CC2=O)cc1 (stereo not given)	-6.2	-4.0
Cc1ccccc1NC(=O)Cn1nnc2sc3c(c2c1=O)CC(C)(C)OC3	1.7	2.9
O=C(CNS(=O)(=O)c1cccs1)N1CCc2ccccc2C1	2.4	-4.2
COc1ccc(OCC(O)CN2CCN(CC(O)COc3ccc(OC)cc3)CC2)cc1 (stereo not given)	11.8	-5.5
Cc1ccccc1NC(=O)C(C)OC(=O)C1CCCO1 (stereo not given)	10.7	-6.1
COc1c2ccoc2nc2c(OC)c(OC[C@@H](O)C(C)(C)O)ccc12	-30.8	-23.7

# Arranged by molecular weight (smallest number first): part of the list above.
mol	TAG inh	TAG inh DAPI viability
CCN1C2=NCCCN2c2ccccc21	-5.5	8.4
Cc1ccc2oc(/N=C(\N)NC(=O)C3CC3)nc2c1	33.8	26.7
COC(=O)CC1C(=O)NCCN1C(=O)c1ccccc1 (stereo not given)	-2.6	-0.3
Cc1ccccc1NC(=O)C(C)OC(=O)C1CCCO1 (stereo not given)	10.7	-6.1
COc1ccc(N2CC(NC(=O)NCCC(C)C)CC2=O)cc1 (stereo not given)	-6.2	-4.0
Cc1cc(C)c(NC(=O)NC(=O)C(Cl)(Cl)Cl)c(C)c1	5.5	-11.0
O=C(CNS(=O)(=O)c1cccs1)N1CCc2ccccc2C1	2.4	-4.2
COc1c2ccoc2nc2c(OC)c(OC[C@@H](O)C(C)(C)O)ccc12	-30.8	-23.7
c1ccc(-c2nc(NCCCN3CCOCC3)c3ccccc3n2)cc1	5.1	12.4
COc1cc(NS(C)(=O)=O)c(OC)cc1NC(=O)c1ccccc1	-44.3	10.0
COc1cc2c(cc1OC)CN(C(=S)Nc1c(C)cccc1C)CC2	-0.4	8.1
NC(=O)c1cccc(-c2ccnc3c2CC(C(=O)NCCc2ccccc2)O3)c1 (stereo not given)	-1.2	-1.9
O=C(COC(=O)c1ccccn1)Nc1ccc(S(=O)(=O)N2CCOCC2)cc1	-4.4	-0.5
COc1cccc(NC(=O)CN(C)C(C)C(=O)Nc2cc([N+](=O)[O-])ccc2Cl)c1 (stereo not given)	1.7	-1.7
CCOc1ccc(N(Cc2cc3cc(OC)ccc3[nH]c2=O)C(=O)C2CCCO2)cc1 (stereo not given)	13.0	-5.3
Cc1c(NC(=O)COC(=O)C23CC4CC(CC(O)(C4)C2)C3)c(=O)n(-c2ccccc2)n1C	-5.2	10.0
COc1ccc(OCC(O)CN2CCN(CC(O)COc3ccc(OC)cc3)CC2)cc1 (stereo not given)	11.8	-5.5
O=C(CNS(=O)(=O)c1ccc(Br)cc1)N1CCN(Cc2ccccc2)CC1	-7.7	1.5
COc1ccc(C2/C(=C(\O)c3ccc4c(c3)OCCO4)C(=O)C(=O)N2CCCN(C)C)cc1 (stereo not given)	-24.5	8.3
CCOc1ccc(C2/C(=C(\O)c3cccc(OC)c3)C(=O)C(=O)N2c2ccccn2)cc1OC (stereo not given)	6.8	3.6
CCN(CC)CCn1c2c(c(SCC(=O)Nc3cccc4ccccc34)nc1=O)CCCC2	-3.8	1.8
COc1ccc(CN2C[C@@H](CO)O[C@@H](n3cnc4c(NCc5ccc(F)cc5)ncnc43)C2)cc1	20.3	-0.8

# (more compounds)
mol	TAG inh	TAG inh DAPI viability
Cc1ccccc1CN(c1ccc(C(=O)NCCC2=CCCCC2)cc1)S(C)(=O)=O	21.0	-7.4
Cn1cccc1/C=N/N1CCN(Cc2ccccc2)CC1	1.1	1.2
C[C@H](CO)N1C[C@H](C)[C@@H](CN(C)Cc2ccc(C(=O)O)cc2)Oc2c(NS(=O)(=O)c3cn(C)cn3)cccc2C1=O	0.4	3.0
Cc1cc(CN2CCCC(CNC(=O)c3ccc(F)cc3)C2)cc(C)c1O (stereo not given)	8.3	3.1
CC(C)(C)OC(=O)NCC(=O)N1CCC(C(=O)O)CC1	2.6	-3.7
CCN(CCCNC(=O)CC1Oc2ccc(C)cc2NC1=O)Cc1ccccc1 (stereo not given)	-4.9	4.9
CN(C)S(=O)(=O)c1cccc(C(=O)Nc2cc(S(=O)(=O)N3CCOCC3)ccc2O)c1	8.6	-1.1
O=C(Nc1ccccc1Cl)c1cc(=O)c2ccccc2o1	6.7	-9.0
O=C(CSc1ncn[nH]1)c1ccco1	-10.0	1.3
O=[N+]([O-])c1cccc(-c2nnnn2-c2cccc(F)c2)c1	-2.4	6.9
COc1ccc(OC)c(S(=O)(=O)N2CCN(CC(O)CN3CCOCC3)CC2)c1 (stereo not given)	11.3	0.7
COc1ccc(NC(=O)CSc2nnnn2C2CC2)cc1S(=O)(=O)N1CCOCC1	-2.1	4.9
CCc1nnc(NC(=O)C2Cc3ccccc3CN2S(=O)(=O)c2ccc(C)cc2)s1 (stereo not given)	20.0	-15.1
N#Cc1cccnc1Oc1ccccc1	1.4	-0.6
CC(=O)c1cc2c(cc1NC(=O)Cc1ccsc1)OCO2	5.7	0.5
Cc1ccc(C(=O)N2CCN(c3cc(=O)[nH]nc3-c3ccccc3)CC2)cc1	2.9	2.5
COc1ccc(CC(=O)NNC(=O)CCc2ccccc2)cc1	-1.5	0.2
CC1CCCN(S(=O)(=O)c2ccc3c(c2)OCCO3)C1 (stereo not given)	-2.5	15.4
COc1ccc(/C(O)=C2\C(=O)C(=O)N(CCN(C)C)C2c2cccc(OC)c2OC)cc1Cl (stereo not given)	3.3	4.3
O=C(CCCC(=O)OCC(=O)NC1CCCC1)Nc1ccccn1	-1.2	-12.3

# Later entries
mol	TAG inh	TAG inh DAPI viability
CC1(C)CC2=C(CO1)C(=S)NC(c1ccccc1)N2CC1CCCO1 (stereo not given)	5.5	-2.0
COc1ccc(CNC(=O)C[C@H]2C[C@H](C(=O)N3CCCCC3)[C@@]3(C)c4[nH]c5cc(-c6ccco6)ccc5c4CCN3C2=O)cc1OC	12.8	-1.2
Nc1c(N(CCO)C(=O)C2CCCC2)c(=O)[nH]c(=O)n1Cc1ccccc1	3.6	-0.7
O=C(Nc1ccccc1)c1ccc(NCC2CCCO2)c(S(=O)(=O)N2CCOCC2)c1 (stereo not given)	65.6*	-10.9*
CCOc1ccccc1NC(=O)COC(=O)CCOc1cc(C)ccc1C	-10.6	0.0
CCCC(NC(=O)c1c(C)noc1C)C12CC3CC(CC(C3)C1)C2 (stereo not given)	14.2	-4.6
CN(CC(=O)Nc1ccc(Cl)c(Cl)c1)C(=O)CN1C(=O)NC2(CCCC2)C1=O	-5.2	3.1
O=C(NCc1ccc(CNC(=O)c2ccco2)cc1)c1ccco1	-0.6	3.2
C=CC[C@@H](CC(=O)NCCO)C(=O)N[C@H](COC(=O)[C@H](CC=C)CC(=O)OC(C)(C)C)Cc1c[nH]c2ccccc12	9.6	-5.7
C=CCOc1cccc(C(=O)N(C)C2CCCN(Cc3ccccc3F)C2)c1 (stereo not given)	1.9	-10.5
O=C(C1CCN(CCc2ccccc2)CC1)N1CCOCC1	7.1	-4.8
CN(C)S(=O)(=O)c1ccc(C(=O)NCC(C)(C)N2CCOCC2)cc1	-8.7	-1.3

# Compounds above that have a CF3 group (2):
mol	TAG inh	TAG inh DAPI viability
O=C(NC1CCCCC1)C1CCC(=O)N(Cc2cccc(C(F)(F)F)c2)C1 (stereo not given)	12.8	-5.9
CC(C)CNC(=O)c1cnn2c(C(F)(F)F)cc(C(F)(F)F)nc12	-17.1	8.6
